# CBFb-RUNX1 inh = CBF-beta/RUNX1 interaction disruption. AlphaScreen CBFb-His/RUNX1-biotin binding, biochemical. Potency, µM (doses to about 59.8 µM), inactives show at the top dose activity, negative = inhibition, most hits filed as inhibitors. 230,000 tested, under 10 active. AID 1477; also: % of control where 0% means no effect
# Target sequence (Q01196 whole entry, looked up): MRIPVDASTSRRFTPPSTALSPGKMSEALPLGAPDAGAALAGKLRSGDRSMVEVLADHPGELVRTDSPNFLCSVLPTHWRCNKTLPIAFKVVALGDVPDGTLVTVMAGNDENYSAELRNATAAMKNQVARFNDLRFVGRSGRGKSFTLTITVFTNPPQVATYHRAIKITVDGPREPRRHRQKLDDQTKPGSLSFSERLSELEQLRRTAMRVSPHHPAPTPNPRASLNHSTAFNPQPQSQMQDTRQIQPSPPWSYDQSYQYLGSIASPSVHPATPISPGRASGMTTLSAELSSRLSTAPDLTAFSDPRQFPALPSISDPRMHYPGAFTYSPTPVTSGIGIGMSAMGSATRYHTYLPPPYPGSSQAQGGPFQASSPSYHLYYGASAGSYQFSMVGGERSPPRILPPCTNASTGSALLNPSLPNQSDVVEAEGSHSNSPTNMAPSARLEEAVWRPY
# Target sequence (Q13951 whole entry, looked up): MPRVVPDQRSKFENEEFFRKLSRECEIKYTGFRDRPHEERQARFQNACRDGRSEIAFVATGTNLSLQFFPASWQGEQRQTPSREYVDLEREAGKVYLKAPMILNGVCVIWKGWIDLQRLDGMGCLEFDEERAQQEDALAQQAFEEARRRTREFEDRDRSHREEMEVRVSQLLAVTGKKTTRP
#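 AlphaScreen binding: CBFb-His and RUNX1-biotin (30 nM each) preincubated 20 min, compound added for 15 min, then nickel and streptavidin beads for 90 min, all at room temperature. Disruption of the interaction by any mechanism counts as activity.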
# Epigenetic derep = derepresses silenced GFP reporter in murine cells; AID 1865; Potency, µM (top dose mostly 53.9 µM), for inactives: top-dose GFP activation, usual class: activators; murine LDR cells, GFP reporter derepression, 30 h; actives 0.2% (n = 280,000); also: potency is read from the fitted curve at half-maximal effect; % of control where 0% means no effect; nearly all actives have a fitted effect of over 60% in size
#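 Murine LDR cells bearing a silenced CMV-driven GFP reporter were exposed to compound for 30 h at 37 C. After PBS washes, GFP-positive cells (20-120 um objects) counted by laser-scanning microplate cytometry.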
# HttQ103 aggreg = mutant huntingtin aggregation inhibition; PC12 HttQ103-GFP aggregates, Acumen cytometry, 40 h; Potency, µM (highest dose often 46.1 µM), for the others: top-dose activity change, negative = inhibition, usual class: inhibitors; actives 1.1% (n = 220,000); also: potency is read from the fitted curve at half-maximal effect; % is scaled to controls: 0 for no effect and ±100 for the full control effect; nearly all actives have a fitted effect of over 60% in size
#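 Read-out: GFP aggregate count by laser scanning cytometer (488 nm excitation, 500-530 nm emission, 1–25 µm objects >6 SD above background). Cells: PC12, inducible HTTex1-Q103-GFP, 100 nM tebufenozide; compounds titrated.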
# IMPase Li cell = cell-permeable IMPase inhibitors with lithium potentiation; CHO-M1 cells, IP1 TR-FRET (IP-One), carbachol + lithium; Potency, µM (series often up to 59.4 µM), inactives show top-dose activity, negative = IMPase inhibition, hits mostly inhibitors; actives 0.35% (n = 210,000);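 also: IP1 builds up when IMPase is blocked and the TR-FRET signal falls; potency is read from the fitted curve at half-maximal effect; plate controls were basal vehicle for no effect and high inhibitor control for full effect; nearly all actives have a fitted effect of over 50% in size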
#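 Lithium-sensitised IP1 accumulation assay; M1-expressing CHO cells treated 30 min at 37C with compound. Competitive antibody detection by time-resolved FRET followed a 10 min room-temperature lysis step.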
# LMNA splice mod = LMNA splicing modulation. HeLa LMNA splicing GFP/RFP minigene ratio, 48 h. Potency, µM (series often up to 46.1 µM), without a hit: top-dose ratio change, negative = inhibition, most hits filed as inhibitors. actives 0.01% (n = 200,000). AID 1487; active = well fitted inhibition curve with a large enough effect in the signal ratio, with a control signal flat, not every such curve was filed as active; inconclusive = small, poorly fitted or top-dose-only effect, or effect the other way, or a change in a side signal; the % refers to the signal ratio; also: potency is read from the fitted curve at half-maximal effect; % is scaled to controls: 0 for no effect and ±100 for the full control effect
#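 Read-out is the ratio of GFP to DsRed2 object intensity, acquired by 488 nm laser-scanning cytometry on HeLa lamin A-EGFP minigene reporter cells. Compound incubation 48 hrs at 37 °C in Opti-MEM with 2% FBS; DMSO 0.5% final.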
# KinaseGlo FLuc = Kinase-Glo luciferase inhibition (counter-screen); Kinase-Glo luciferase, ATP luminescence, 8 min; Potency, µM (series often up to 38.3 µM), for the others: at the highest dose activity change, negative = inhibition, actives largely listed as inhibitors; AID 1379; actives 0.28% (n = 200,000); Q27757; also: potency is read from the fitted curve at half-maximal effect; % is scaled to controls: 0 for no effect and ±100 for the full control effect; nearly all actives have a fitted effect of over 60% in size
#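 Luminescence was the read-out, taken after 8-minute incubation at ambient temperature. Luciferase turned over luciferin with 10 uM ATP in imidazole pH 7.2 buffer containing KCl, MgCl2, Tween 20 and BSA.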
# NPSR antag = blocks cAMP signaling of the human neuropeptide S receptor; Q6W5P4; CHO-NPSR cells, cAMP TR-FRET, antagonist mode; Potency, µM (doses to about 38.3 µM), for inactives: top-dose activity change, negative = inhibition, actives largely listed as inhibitors; actives 1% (n = 220,000); also: potency is read from the fitted curve at half-maximal effect; % is scaled to controls: 0 for no effect and ±100 for the full control effect; nearly all actives have a fitted effect of over 50% in size; many of its hits are not listed in these tables
# Target sequence (Q6W5P4 whole entry, looked up): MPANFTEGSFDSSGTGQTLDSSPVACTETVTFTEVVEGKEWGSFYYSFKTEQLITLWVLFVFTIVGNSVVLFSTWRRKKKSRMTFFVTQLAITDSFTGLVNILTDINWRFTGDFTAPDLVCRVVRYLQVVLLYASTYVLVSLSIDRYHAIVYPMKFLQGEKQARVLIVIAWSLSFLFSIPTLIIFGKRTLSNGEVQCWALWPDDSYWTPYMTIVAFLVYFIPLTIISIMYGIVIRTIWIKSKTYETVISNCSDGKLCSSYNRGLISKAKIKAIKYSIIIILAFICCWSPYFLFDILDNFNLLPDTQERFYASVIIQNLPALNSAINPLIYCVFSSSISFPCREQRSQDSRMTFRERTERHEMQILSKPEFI
# Active calls of the source: *; ? = inconclusive; / = not tested or not shown; [ ] = remark or other dose. Unless noted, calls follow the shape of the dose curve; as a rule, active = well fitted curve in the direction sought with a large enough effect; inconclusive = small, poorly fitted or top-dose-only effect, or another doubt; inactive = no such curve, though single readings can be large; an effect the other way counts as inactive or inconclusive. These rows are one share of the data (hit frequency here may not be typical).
SMILES,CBFb-RUNX1 inh,Epigenetic derep,HttQ103 aggreg,IMPase Li cell,LMNA splice mod,KinaseGlo FLuc,NPSR antag
O=C(Nc1cccc(C(=O)O)c1)/C(=C\c1ccccc1)NC(=O)c1cccc2ccccc12,-6%,-1.2%,15%[9.22 µM],-2%,?,-1%,-2%
CCC(C)NCC(=O)Nc1ccc(-c2nc3cc(NC(=O)CNC(C)CC)ccc3o2)cc1 (configuration not stated),3%,-0.1%,0%,31%[38.3 µM],7%,-2%,12%[46.1 µM]
Cc1nc(-c2cc(-c3nc(-c4cc(C(F)(F)F)cc(C(F)(F)F)c4)no3)no2)cs1,22%,-0.3%,-1%[9.22 µM],/,/,/,2%
O=C(COc1ccccc1Cl)N1CCN(c2ccc(F)cc2)CC1,0%,-1.1%,?,-1%[38.3 µM],4%,0%,-23%[46.1 µM]
Cc1cc(C)c2c(c1)cc(C)c1nnc(SCC(=O)N3CCCc4ccccc43)n12,-5%,-1.0%,4%,3%,-17%,3%,-1%
Cc1cc(C)c2c(CC(=O)NCCc3ccccc3)coc2c1,-3%,3.4%,2%,19%,?,-1%,-6%
COc1ccc(CCN(Cc2ccccn2)C(=S)Nc2ccccc2C)cc1OC,-10%,-3.5%,0%,18%,-2%[46 µM],2%,-28%
Cc1ccc(S(=O)(=O)Oc2ccccc2/C=N/NC(N)=S)cc1,0%,0.1%,?,28%[38.3 µM],?,-5%,-3%[46.1 µM]
CC(C)CSc1nc2ccccc2c(=O)[nH]1,11%,-0.9%,-16%,4%,-16%,5%,-13%[46.1 µM]
CC1CCCN(CCCOc2ccc(Br)cc2Cl)C1 (configuration not stated),2%,-1.2%,1%[9.22 µM],13%,/,/,6%
O=C(c1cc(-c2ccccc2)on1)N1CCCc2ccccc21,4%,1.0%,8%[9.22 µM],18%,/,3%,42%
C/C(=N/NC(=O)CN1CCN(S(=O)(=O)c2ccc(C)cc2)CC1)c1ccco1,6%,0.0%,-2%[9.22 µM],/,/,/,-3%
O=c1c2[nH]c3ccccc3c2ncn1CCN1CCCCC1,0%,-0.2%,-6%,-7%[38.3 µM],-5%,1%,-3%[46.1 µM]
CCCC(C(=O)NC1CCCC1)N(Cc1cccs1)C(=O)c1snc(C(N)=O)c1N (configuration not stated),-22%,1.3%,28%,46%[activator][38.3 µM],4%,-1%,-9%[46.1 µM]
Cc1ccccc1-n1c(C)nnc1SCc1cc(=O)oc2ccc3ccccc3c12,-14%,0.0%,14%,5%,-9%,-1%,-24%
O=C(O)COc1ccccc1/C=N/Nc1ccc(S(=O)(=O)Nc2ccc(Cl)cc2)cc1[N+](=O)[O-],?,-2.6%,-15%,-1%,1%[46 µM],0%,-10%
CSc1nsc(N/N=C/c2ccccc2)c1C#N,2%,12%,-7%,-6%,/,12%,-6%
CC(=O)c1cccc(N(CC(=O)O)S(C)(=O)=O)c1,10%,-6.0%,-16%,3%,-12%,1%,-7%[46.1 µM]
O=c1c2ccccc2nc(-c2ccc(F)cc2)n1NCc1ccccc1O,-3%,1.3%,1%,11%,/,1%,-34%
Cc1cc(C)c2nc(C)cc(Nc3ccc(C(=O)N(C)C)cc3)c2c1,3%,2.5%,-1%[9.22 µM],/,/,/,-2%
Cc1c(Cl)ccc2c(C(=O)NCCN3CCCCC3)cc(-c3ccccn3)nc12,8%,-0.1%,4%,-3%,/,-6%,?
Cc1csc2ncc(C(=O)NC(C)c3ccccc3)c(=O)n12 (configuration not stated),12%,-0.8%,-7%,16%[38.3 µM],-6%,4%,0%[46.1 µM]
N=C(N)SCc1ncccc1O,-18%,-0.3%,-3%[9.22 µM],/,/,/,-13%
O=C1c2ccccc2C2=Nc3ccccc3SC(c3ccccc3F)C12 (configuration not stated),-5%,-0.5%,?,20%[38.3 µM],?,-11%,?
CCN(CC)C(=O)CN1C(=O)COCC1=O,4%,0.0%,9%,29%[38.3 µM],9%,0%,10%[46.1 µM]

# Profiles, looked up by structure. Values in the order: CBFb-RUNX1 inh, Epigenetic derep, HttQ103 aggreg, IMPase Li cell, LMNA splice mod, KinaseGlo FLuc, NPSR antag
# Record of O=c1c2ccccc2nc(-c2ccc(F)cc2)n1NCc1ccccc1O : -3%, 1.3%, 1%, 11%, /, 1%, -34%
# Record of O=C1c2ccccc2C2=Nc3ccccc3SC(c3ccccc3F)C12 (configuration not stated) : -5%, -0.5%, ?, 20%[38.3 µM], ?, -11%, ?
# Record of Cc1cc(C)c2c(c1)cc(C)c1nnc(SCC(=O)N3CCCc4ccccc43)n12 : -5%, -1.0%, 4%, 3%, -17%, 3%, -1%

# (continued)
SMILES,CBFb-RUNX1 inh,Epigenetic derep,HttQ103 aggreg,IMPase Li cell,LMNA splice mod,KinaseGlo FLuc,NPSR antag
CC(c1ccccc1)N1C(=O)NC(NC(=O)c2cccnc2)(C(F)(F)F)C1=O (configuration not stated),7%,-0.1%,-2%,-5%,-6%,4%,5%[46.1 µM]
CCOC(=O)c1cc(-c2ccccc2)nn1-c1ccccn1,1%,-0.5%,15%,55%[activator][38.3 µM],-1%,-6%,-18%[46.1 µM]
C=CCn1c(N)c(C(=O)Nc2cccc(C)c2)c2nc3ccccc3nc21,26%,0.8%,16%,13%[38.3 µM],5%,-1%,?
Cc1cnc(NC(=O)C(C)N2C(=O)C3CC=CCC3C2=O)s1 (configuration not stated),7%,0.9%,-8%,-1%,-2%,0%,-6%[46.1 µM]
CCCC(=O)Nc1ccc2c(c1)nc(CN1CCCC1)n2C,-2%,3.0%,?,18%[38.3 µM],-2%,18%,-5%[46.1 µM]
Cc1occc1C(=O)N/N=C/C(Br)=C/c1ccccc1,-2%,22µM*,6%,30%[activator],?,-16%,-15%
O=C(CCCc1nc2ccccc2s1)N1CCN(c2ccccc2F)CC1,-2%,0.0%,-7%,3%,7%,-2%,-10%
CCOC(=O)C1=C(Nc2ccc(Cl)cc2)OCC1=O,?,0.0%,-11%[9.22 µM],/,?,/,-4%
CCOCCCNS(=O)(=O)c1ccc(Br)cc1,2%,0.0%,26%,25%[38.3 µM],2%,1%,-8%[46.1 µM]
Cc1ccc(NC(=S)Nc2ncccc2C)c(C)c1,-7%,-2.1%,11%,11%[38.3 µM],23%,-9%,-15%[46.1 µM]
COCCNC(=O)[C@@]1(C)C=C[C@@H](Cc2ccccc2)N1C(=O)c1ccccc1,4%,0.4%,/,-6%,/,-1%,/
Cc1c(C2Nc3ccccc3C(=O)N2O)cnn1C (configuration not stated),7%,1.2%,-1%,5%,-9%,2%,-11%[46.1 µM]
Cc1cccc(/C(N)=N/OC(=O)c2ccc(Cl)cc2Cl)c1,9%,0.1%,-15%,0%,-4%,?,-1%
CC1CN(C)C(C)C/C1=N/Oc1ccccc1[N+](=O)[O-] (configuration not stated),?,-1.3%,5%[9.22 µM],9%,5%[46 µM],1%,-6%
O=C(/C=C/c1cccc([N+](=O)[O-])c1)NCc1ccc2c(c1)OCO2,-2%,-0.3%,-9%,6%,?,1%,5%
CCOC(=O)C1=C(c2ccccc2)Nc2c(c(=O)n(C)c(=O)n2C)C1c1ccc(O)c(OC)c1 (configuration not stated),0%,0.1%,-5%,-6%[38.3 µM],-2%,-1%,-14%[46.1 µM]
CCn1nnc(NC(=O)c2ccc(-c3ccccc3[N+](=O)[O-])o2)n1,4%,3.6%,-8%,-5%,?,-1%,1%
Cc1nnc(-c2ccccc2)[nH]c1=O,-8%,-1.5%,12%,-3%,/,-1%,5%
Cc1ccc(S(=O)(=O)c2nc(NCCCn3ccnc3)sc2Cl)cc1,-5%,-2.4%,-32%,13%[38.3 µM],-3%,1%,-13%[46.1 µM]
CN1C(=O)c2cccc(NCCCCCCN3C(=O)c4ccccc4C3=O)c2C1=O,5%,2.4%,?,22%[38.3 µM],11%,0%,-6%[46.1 µM]
CCCc1cc(=O)[nH]c(SCC(=O)Nc2nc(-c3ccccc3)cs2)n1,1%,-1.4%,-20%,3%,?,5%,-7%
CC(C)CCSc1nc(N)c(C#N)cc1C#N,19%,9.5%,22µM*,10%[38.3 µM],?,-3%,-11%[46.1 µM]
O=C1Nc2ccc([N+](=O)[O-])cc2C1(O)N1CCCCC1 (configuration not stated),-4%,0.0%,4%,-18%[38.3 µM],2%,1%,-7%[46.1 µM]
COC(=O)C(CC(C)C)NC(=O)c1ccc(F)cc1 (configuration not stated),5%,-0.1%,-8%,-4%[38.3 µM],6%,2%,-4%[46.1 µM]
Cn1cnnc1Sc1cc(N2CCN(S(=O)(=O)c3ccc4ccccc4c3)CC2)ccc1[N+](=O)[O-],2%,0.0%,2%,4%,?,1%,14%

# Overlap with the part before: 2 compounds, then new ones.
SMILES,CBFb-RUNX1 inh,Epigenetic derep,HttQ103 aggreg,IMPase Li cell,LMNA splice mod,KinaseGlo FLuc,NPSR antag
COC(=O)C(CC(C)C)NC(=O)c1ccc(F)cc1 (configuration not stated),5%,-0.1%,-8%,-4%[38.3 µM],6%,2%,-4%[46.1 µM]
Cn1cnnc1Sc1cc(N2CCN(S(=O)(=O)c3ccc4ccccc4c3)CC2)ccc1[N+](=O)[O-],2%,0.0%,2%,4%,?,1%,14%
Cc1ccccc1NC(=O)c1snc2c(=O)[nH]cnc12,-6%,-2.5%,4%,-1%,/,-2%,-1%
COc1ccc(-n2ncc3c(N4CCN(c5cc(C)ccc5C)CC4)ncnc32)cc1,2%,0.9%,-3%,0%[38.3 µM],-1%,-4%,11%[46.1 µM]
CC(C)N(C(=O)CN(C#N)c1nc(N(C)C)nc(N(C)C)n1)c1ccccc1,1%,0.5%,-18%[9.22 µM],22%[38.3 µM],2%,4%,?
CC(=O)c1c(N2CCN(Cc3ccccc3)CC2)nc(=S)n(Cc2ccccc2)c1C,-2%,-0.9%,-16%,4%,?,0%,-9%
O=C1N/C(=C/c2cccs2)C(=O)N1Cc1ccccc1F,5%,0.8%,12%,5%,13%[46 µM],2%,2%
CCOC(=O)CSc1nc2sc3c(c2c(=O)[nH]1)CCCC3,4%,2.9%,-23%,-11%[38.3 µM],-3%,-6%,-24%[46.1 µM]
CN(C)CCCNc1cn[nH]c(=O)c1Cl,9%,4.8%,-1%,38%[activator][38.3 µM],-4%,-5%,-5%[46.1 µM]
CCOC(=O)c1cccc(NC(=O)c2ccc(N(C)C)cc2)c1,-1%,0.0%,15%,-2%,?,-5%,5%
O=c1[nH]cc(NCCNc2ncc(C(F)(F)F)cc2Cl)c(=O)[nH]1,-2%,-6.5%,-2%,7%,3%[46 µM],2%,4%
C/C(CCc1ccccc1)=N\NC(=O)C(=O)Nc1cccc(Cl)c1,-4%,3.5%,-23%,8%,/,-2%,21%
COc1ccccc1-c1cc2nc(C)c(CCC(=O)NC(C)CCc3ccco3)c(C)n2n1 (configuration not stated),-4%,-0.2%,15%,-3%[38.3 µM],-5%,-1%,-23%[46.1 µM]
